Screening results: PubChem BioAssay, several laboratories
AID2073 = inhibitors of Mint1-CaV2.2 protein interaction, biochemical, HTRF (AID 2073); HTRF protein-protein interaction, Mint1-CaV2.2; higher % means a stronger effect; inhibition, % at 20 µM; hits with a dose series show IC50 in µM; 290,000 compounds, 0.19% hits; in the data active = inhibition mostly above about 51%, no sharp cut-off; inconclusive = no clear call, values can overlap the other calls; inactive = mostly below about 53%; note: some results filed as inactive read as strong as hits
NOD2 inhibition = inhibition of NOD2-driven NF-kB reporter – cell-based, luminescence, uHTS, HEK293 (AID 1566). one-dose inhibition, % at 4 µM; EC50 in µM for titrated hits. 290,000 compounds, 0.63% hits. HEK293 NOD2/NF-kB luciferase reporter, luminescence; higher % means a stronger effect; note: many of its hits are not listed in these tables
LYP phosphatase = PTPN22 lymphoid phosphatase activity blockers – biochemical, fluorescence intensity, uHTS (AID 1779); one-dose inhibition, % at 11.5 µM; IC50 in µM for titrated hits; recombinant LYP phosphatase, fluorescence intensity; higher % means a stronger effect; 290,000 compounds, 0.054% hits;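 note: plate controls were vehicle with enzyme for no effect and no enzyme for full effect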
M17LAP inhibition = P. falciparum M17LAP inhibitors, primary screen, biochemical, fluorogenic H-Leu-NHMec substrate, 1536-well (AID 1619); recombinant M17LAP, H-Leu-NHMec fluorogenic kinetic assay; higher % means a stronger effect; 220,000 compounds, 0.38% hits; inhibition, % at 30 µM; hits with a dose series show IC50 in µM;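 active = compound inhibiting the enzyme by more than half at any dose during confirmatory dose-response retesting; inconclusive = strong single-dose inhibitors picked by rank but not retested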;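 note: plate controls were full reaction with DMSO carrier for no effect and no enzyme background for full effect; strong numbers were not always called active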
SIAH1 antagonists = blockers of Siah-1 interaction with plectin peptide – biochemical, fluorescence polarization, rhodamine-plectin, uHTS, primary screen (AID 1817) | displacement, % at 20 µM; hits with a dose series show IC50 in µM | Siah-1 / rhodamine-plectin peptide fluorescence polarization; higher % means a stronger effect | 290,000 compounds, 0.02% hits;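 active = displacement of at least 50% at 20 µM, with a fluorescence ratio check between 0.3 and a set limit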;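 note: plate controls were Siah plus tracer with DMSO for no effect and tracer alone without Siah for full effect; strong numbers were not always called active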
XIAP antagonists = XIAP antagonists, biochemical, IAP family, fluorescence polarization (AID 1018); 200,000 compounds, 0.007% hits; one-dose displacement, % at 20 µM; IC50 in µM for titrated hits; XIAP BIR domain, fluorescence polarization peptide displacement; higher % means a stronger effect; in the data active = displacement above about 50%; note: a part of the inactive calls stands beside numbers as strong as those of hits
M1AAP inhibition = malaria alanyl aminopeptidase activity blockers – biochemical, fluorogenic H-Leu-NHMec substrate, 1536-well (AID 1445); inhibition, % at 30 µM; hits with a dose series show IC50 in µM; recombinant M1AAP, H-Leu-NHMec fluorogenic kinetic assay; higher % means a stronger effect; 220,000 compounds, 0.42% hits;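 active = primary inhibition above the hit cutoff, then over 50% inhibition at one or more dose response concentrations, cut at about 23% in these data, passing the limit was not always enough; inconclusive = conflicting primary data, or primary hits not chosen for dose response; inactive = low primary inhibition, or under 50% at every dose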;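 note: plate controls were DMSO full reaction for no effect and no enzyme background for full effect; strong numbers were not always called active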
CSM14.1 death rescue = protection against thapsigargin-triggered cell killing – 384-well, CSM14.1, ATP luminescence, primary screen (AID 1222). CSM14.1 thapsigargin-induced death rescue, ATP luminescence; higher % means a stronger effect. one-dose cellular ATP content (survival), % at 20 µM; EC50 in µM for titrated hits. 190,000 tested, under 10 active;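 active = EC50 below 50 µM in the dose-response confirmation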;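 note: death triggered by thapsigargin at about 15 µM added after 2 h compound pretreatment; cell ATP read after overnight thapsigargin exposure of roughly 18 to 22 hours; normalized against plate controls of thapsigargin alone and 5% DMSO vehicle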
Lipid droplet = hepatic lipid droplet formation modulation; AML12 mouse hepatocytes, oleate lipid droplets, BODIPY imaging; inhibition, % at 6.5 µM; 240,000 compounds, 0.4% hits;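 active = lipid droplet intensity inhibited by at least 50%, with more than 500 cells counted; inconclusive = wells with under 300 cells, treated as cytotoxic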
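Assay system: AML12 mouse liver cells | Compound: 6.5 µM single-point dosing | Schedule: Overnight exposure | Technique: Fluorescence imaging, 20x objective, two fields per well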
Lipid droplet cells 6.5 µM = further read-out of Lipid droplet, marked with its call; cell count; measured here: cell count, cytotoxicity flag;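 cells counted across two imaged fields per well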
Starred values were filed as active, the others as inactive; ? = inconclusive; . = no result given; & = joins results of further samples. Cut-off read from the data, not from the text of the source, unless noted: active = inhibition above about 50%; inactive = the rest.

SMILES | AID2073 | NOD2 inhibition | LYP phosphatase | M17LAP inhibition | SIAH1 antagonists | XIAP antagonists | M1AAP inhibition | CSM14.1 death rescue | Lipid droplet | Lipid droplet cells 6.5 µM
O=C(/C=C/c1ccccc1[N+](=O)[O-])NCCCN1CCCC1=O | -3% | 3% | -8% | . | -1% | . | . | . | 2 | 663
CC1CN(CC(=O)N2CCc3[nH]c4ccccc4c3C2)CC(C)O1 (stereo not drawn) | 7% | 3% | -4% | 3% | 1% | -4.7% | 1% | -0.1% | . | .
Cc1ccc(C(=O)N(C)c2nnc(-c3ccncc3)s2)cc1 | 0% | -29% | -3% | 14% | 6% | 16% | 6% | 8.8% | 3 | 547
CC(CCC(=O)O)C1CCC2C3C(O)CC4CC(O)CCC4(C)C3CC(O)C12C (stereo not drawn) | 7% | 3% | 2% | . | -3% | . | . | . | 6 | 803
CCC(c1nnnn1Cc1ccco1)N(Cc1cc2cc(C)cc(C)c2[nH]c1=O)CC1CCCO1 (stereo not drawn) | 42% | -7% | 6% | 18% | -5% | -7.2% | 9% | -1.1% | -6 | 744
O=C(CSc1nnc(NC(=O)c2c(F)cccc2Cl)s1)Nc1ccccc1F | 9% | -9% | 0% | . | 1% | . | . | . | 3 | 685
CC(C)n1c2ccccc2c2nc3ccccc3nc21 | -12% | -8% | -2% | -7% | 10% | -12% | 9% | -2.3% | 0 | 736
c1ccc(CN2CCCC3(CCCN(Cc4nc(COc5ccccc5)no4)C3)C2)cc1 (stereo not drawn) | -1% | 12% | -5% | 6% | -3% | -14% | 2% | -0.9% | -26 | 637
O=C(Oc1ccc(N(Cc2cccs2)C2=NS(=O)(=O)c3ccccc32)cc1)c1ccccc1F | 15% | 10% | 4% | 3% | 1% | -8.1% | 8% | -3.2% | 1 | 723
CCOc1ccc(/C=N/n2c(SC)nnc(C(C)(C)C)c2=O)cc1 | -17% | 21% | -3% | 11% | 0% | -7.8% | -2% | -0.8% | . | .
Oc1ccc(C=Nc2ccc(N3CCOCC3)cc2)c(O)c1 | -4% | 7% | 0% | 14% | 3% | -0.3% | 17% | -0.9% | 0 | 686
CSc1nnc(NC(=O)c2cc(=O)c3cc(C)cc(C)c3o2)s1 | -8% | -2% | -1% | -4% | -3% | . | 13% | . | 6 | 711

Pulled by structure from above, two records:
SMILES | AID2073 | NOD2 inhibition | LYP phosphatase | M17LAP inhibition | SIAH1 antagonists | XIAP antagonists | M1AAP inhibition | CSM14.1 death rescue | Lipid droplet | Lipid droplet cells 6.5 µM
Cc1ccc(C(=O)N(C)c2nnc(-c3ccncc3)s2)cc1 | 0% | -29% | -3% | 14% | 6% | 16% | 6% | 8.8% | 3 | 547
O=C(CSc1nnc(NC(=O)c2c(F)cccc2Cl)s1)Nc1ccccc1F | 9% | -9% | 0% | . | 1% | . | . | . | 3 | 685

Later entries:
SMILES | AID2073 | NOD2 inhibition | LYP phosphatase | M17LAP inhibition | SIAH1 antagonists | XIAP antagonists | M1AAP inhibition | CSM14.1 death rescue | Lipid droplet | Lipid droplet cells 6.5 µM
Cc1nn(Cc2ccc(F)cc2)c2sc(C(=O)Nc3ccc(N4CCOCC4)cc3N3CCOCC3)cc12 | 12% | 0% | 10% | 4% | 2% | -3.4% | 1% | -6.3% | -59 | 610
CC1=C(C(=O)O)N2C(=O)C(NC(=O)c3nn(C)cc3Cl)C2SC1 (stereo not drawn) | -4% | 21% | -5% | -3% | 1% | -3.2% | 6% | -1.0% | . | .
CCC(Sc1nc2cc3c(cc2c(=O)n1Cc1ccco1)OCO3)C(=O)Nc1ccccc1OC (stereo not drawn) | -7% | -3% | -1% | 7% | 0% | -5.2% | -3% | -0.7% | . | .
CCOCCc1nnc(NC(=O)Cc2ccc(Br)cc2)s1 | 5% | -39% | -4% | 4% | 0% | -3.4% | -7% | -0.9% | 5 | 781
CCCC(=O)Nc1ccc(C(=O)/C=C/c2ccc(SC)cc2)cc1 | 12% | -31% | 4% | -7% | 3% | -4.8% | 6% | -0.8% | . | .
COc1ccc(S(=O)(=O)c2c(O)cc(C)c(NS(=O)(=O)c3ccccc3)c2C)cc1 | 6% | . | -4% | . | -4% | . | . | . | 45 | 828
CCOC(=O)c1nn(-c2ccc([N+](=O)[O-])cc2)cc1O | -5% | -15% | -4% | -5% | 3% | . | 9% | . | -10 | 767
CCOC(=O)C1(CC2CC2)CCN(Cc2cnc(-c3ccccc3C)nc2)CC1 | -18% | -10% | -4% | 2% | 2% | -7.0% | -3% | 2.3% | -50 | 654
CCc1cccc(C)c1NC(=O)CN(C)Cc1ccc(Br)cc1 | 7% | -18% | -4% | 5% | 1% | -2.8% | 7% | -0.7% | -39 | 592
CC(OC(=O)CN1C(=O)C2CCCCC2C1=O)C(=O)Nc1ncc(Cl)cc1Cl (stereo not drawn) | -6% | 9% | -4% | -2% | 7% | -5.1% | -1% | -1.9% | . | .
CCCCSc1nnc2c(n1)OC=Nc1ccccc1-2 | 0% | 20% | -6% | . | 12% | . | . | . | 13 | 752
N#Cc1c(NC(=O)CSc2nc3ccccc3s2)sc2c1CCCC2 | 1% | 19% | 1% | -11% | -3% | -11% | -3% | -0.9% | -37 | 623
COc1ccc(N(CC(=O)N2CCCCC2)S(=O)(=O)c2ccccc2)c(OC)c1 | -1% | 3% | -8% | -2% | 1% | -3.4% | 6% | 1.0% | -3 | 632
CCOC(=O)c1nnsc1NC(C)=O | 3% | 10% | 0% | -3% | 0% | -15% | 3% | -2.7% | 0 | 731
Cn1c(SCC(=O)NC(c2ccccc2)c2ccccc2)nnc1-c1cccs1 | 5% | -3% | -3% | 8% | 0% | -3.7% | -10% | -2.2% | -3 | 740
COC(=O)CCCCCNc1ccc(C(=O)OC)cc1N | -8% | 4% | 2% | 12% | -4% | -8.1% | 11% | 0.0% | -1 | 702
CCOC(=O)/C(C#N)=C/c1cn(CCC(=O)O)nc1-c1ccc(Br)cc1 | 9% | -4% | -2% | 52% | 11% | -3.5% | 2% | -2.0% | -5 | 676
c1ccc(-c2nc3ccccc3c3nncn23)cc1 | -4% | 1% | -6% | 1% | -3% | 1.9% | 6% | -2.2% | 6 | 791
COc1ccccc1/C=C/CN1CCCC(CCC(=O)NCc2ccc(F)c(F)c2)C1 (stereo not drawn) | 2% | 4% | -7% | 11% | 23% | -5.9% | 6% | -1.2% | -17 | 678
COc1cc(C2=NOC(C(=O)Nc3cccnc3)C2)cc(OC)c1OC (stereo not drawn) | 2% | -7% | 0% | -13% | 3% | -1.0% | 7% | 1.0% | 6 | 728
Cn1ncc(Cl)c1C(=O)NC(=S)Nc1sc2c(c1C#N)CCCCC2 | -30% | 7% | -2% | 23% | 1% | -4.1% | 9% | -0.8% | . | .
O=C(COc1ccc(F)cc1)OCCN1CCOCC1 | 18% | 14% | -6% | -11% | 4% | -22% | 0% | 0.8% | . | .
Cc1cccc(-n2c(CNC(=O)COc3ccccc3)nnc2SCC(=O)Nc2nccs2)c1 | 8% | -19% | -5% | 14% | -1% | -3.8% | 7% | -2.6% | . | .
COc1ccccc1-c1coc2c(CN(C)C)c(O)ccc2c1=O | ? | 12% | -8% | . | -4% | . | . | . | 0 | 788
O=C(COc1ccccc1)NCC(=O)Nc1cccc2ccccc12 | -5% | 19% | -8% | -8% | 4% | -11% | 1% | 1.9% | -26 | 651
COCCNCCCOc1ccc(Br)cc1Cl | -6% | 14% | -1% | 16% | 8% | -1.3% | 1% | -2.5% | -4 | 671
N/C(=N\OC(=O)c1ccco1)c1ccc(Br)cc1 | -2% | 4% | -9% | -1% | -4% | -3.4% | 0% | -2.6% | . | .
Cc1oc(C(C)(C)C)cc1C(=O)Nc1ccc2c(c1)OCCO2 | -4% | -36% | 0% | 6% | 3% | -1.9% | -2% | -3.4% | 13 | 821
O=C(O)C1CCC1C(=O)Nc1nc(-c2ccc(Cl)s2)cs1 (stereo not drawn) | 2% | 27% | -1% | -4% | 3% | . | -4% | . | 14 | 695
COc1cc(NC(=O)Cn2cnc(S(=O)(=O)N3CCOCC3)c2)cc(OC)c1OC | 9% | 4% | -10% | . | -1% | . | . | . | -6 | 725
N#CCSc1nnc(Cc2cccs2)n1C1CCCCC1 | -1% | 15% | 0% | -4% | 3% | 0.3% | 2% | 1.4% | . | .
CCn1c(CNc2ccc(C(=O)O)cc2)nc2ccccc21 | 5% | 5% | 2% | -14% | -3% | -7.5% | -7% | -2.7% | -9 | 656
COC(=O)c1ccc(S(=O)(=O)NNC(=O)c2ccc(S(=O)(=O)N3CCCCC3)cc2)cc1 | 0% | -1% | 3% | -13% | 6% | 0.5% | 3% | -1.0% | 5 | 619
CCOC(=O)C1CCCN(S(=O)(=O)c2c(C)[nH]c(C)c2C(=O)N2CCCC2)C1 (stereo not drawn) | 4% | 5% | -10% | . | -3% | . | . | . | -1 | 727
CCC(=O)Nc1ccc(Cl)c(NC(=O)C(C)C)c1 | 3% | -10% | -2% | -16% | 2% | -0.2% | 2% | -2.9% | -7 | 632
COc1ccc(CN(C(=O)c2cc(=O)c3cc(C)cc(C)c3o2)C2CCS(=O)(=O)C2)cc1 (stereo not drawn) | 0% | -11% | -2% | 8% | 3% | . | 7% | . | 9 | 689
Cc1ccc(NC(=O)Cc2ccc3c(c2)OCCO3)cc1S(=O)(=O)N1CCCCC1 | 8% | 10% | 6% | -5% | -5% | . | 2% | . | -36 | 679
O=C(c1cnn2c(C(F)F)cc(-c3ccccc3)nc12)N1CCN2CCCC2C1 (stereo not drawn) | 15% | -8% | -2% | 4% | -1% | -0.2% | 7% | -2.2% | 8 | 748
COCCCNC(=O)c1cc2c(s1)CS(=O)(=O)C2 | 0% | -1% | -12% | -10% | 1% | -1.9% | 8% | -1.9% | 5 | 789
O=C(NC(=S)NNS(=O)(=O)c1ccccc1)c1ccc([N+](=O)[O-])cc1 | -12% | 6% | -7% | 21% | 1% | -5.7% | 11% | 1.6% | 22 | 665
CCOc1ccc(C(=O)NC(=S)NCCCN2CCOCC2)cc1 | -2% | 13% | -4% | . | 5% | . | . | . | 3 | 807
Cc1cc([N+](=O)[O-])cc2c1NC(c1ccccn1)C1CC=CC21 (stereo not drawn) | 64% | 3% | -7% | 1% | 51% | -4.2% | 8% | 0.8% | 2 | 708
NC(=O)NC(CC(=O)Nc1cccnc1)c1cccc(Br)c1 (stereo not drawn) | -21% | 11% | -6% | . | 2% | . | . | . | 1 | 812
COc1ccc(/C=C2\CCOC2=O)cc1 | -13%&2% | -22%&-14% | -5%&5% | 1%&-4% | 2%&1% | -0.1% | 5%&6% | 0.0% | 12 | 741
O=c1[nH]c(CN2CCCC2)nc2sc3c(c12)CCC3 | 3% | 15% | -1% | 14% | 0% | -1.8% | 3% | -0.3% | 13 | 694

An excerpt; count on the stated rates, not on these rows.
